Compound activity from PubChem.
Giardia killer: kills Giardia lamblia; activity change, % at 7.66 µM, hits read low; Giardia lamblia trophozoite viability; AID 540267; 340,000 tested, 0.15% active; in the data active = activity change below about -80%; inconclusive = between about -30% and that limit;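 note: parasites exposed to compound for two days anaerobically before the ATP read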
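Anaerobic 48 hrs incubation at 37 deg C of 100 trophozoites/well with test compounds; ATPLite 1-Step luminescence, 15-30 min RT, reports cellular ATP as viability.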
Chronic BCR inh: blocks chronic active B-cell receptor signaling; ABC-DLBCL IkBa-CBG/CBR reporter, luminescence ratio, 4 h; Potency, µM (highest dose often 46.1 µM), inactives show at the highest dose ratio change, negative = lower green/red ratio, most hits filed as inhibitors; 340,000 tested, 0.05% active; AID 493014; active = well fitted inhibition curve with a large enough effect in the signal ratio, with a control signal flat, not every such curve was filed as active; inconclusive = small, poorly fitted or top-dose-only effect, or effect the other way, or a change in a side signal; the % refers to the signal ratio;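 note: potency is the fitted concentration of half-maximal effect; plate controls were basal doxycycline-induced cells for no effect and cells given 10 µM MG132 for full effect; MG132 reads +100%, hits lower the ratio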
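TMD8 human ABC-DLBCL cells with doxycycline-inducible IκBα–green luciferase fusion and unfused red luciferase, in 0.5% FBS medium; compounds up to 46 uM, 4 h at 37C. Green/red luminescence ratio, filter-overlap corrected, fitted to concentration-response curves.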
USP2a inh: blocks human ubiquitin-specific protease USP2a; O75604; USP2 core, Ub-CHOP2 coupled fluorogenic reporter, 485/531; Potency, µM (highest dose often 38.3 µM), for the others: top-dose activity change, negative = inhibition, hits mostly inhibitors; 330,000 tested, 0.01% active; AID 463254;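 note: potency is the fitted concentration of half-maximal effect; plate controls were DMSO wells for no effect and full inhibition by NEM control for full effect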
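Deubiquitinase activity read as fluorescence (485/531 nm) after Ub-CHOP2 cleavage activates the enterokinase reporter on its substrate; USP2 core 10nM, Ub-CHOP2 and substrate 25nM each, 30min compound preincubation then 60min RT; data normalized to NEM, curves fitted.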
KCNH2 3.1 inh: inhibitors of human KCNH2 3.1 potassium channel isoform; U2OS KCNH2 3.1, thallium flux FluxOr; hits give low values; activity change, % (tested at about 1.8 µM); 340,000 tested, 0.95% active;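 active = maximum activity change below -70%; inconclusive = maximum activity change from -70% to -50%; inactive = maximum activity change above -50%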;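 note: thallium influx rate constant from kinetic fluorescence after stimulation buffer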
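Measured as rate of thallium-driven FluxOr signal in transduced U2OS cells carrying the 3.1 channel, read kinetically for 2 min upon stimulation; values are rate constants scaled to DMSO control wells.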
Eya2 inh: inhibitors of human Eya2 phosphatase activity; AID 488837; Potency, µM (top dose mostly 76.9 µM), for inactives: at the top dose activity, negative = inhibition, usual class: inhibitors; 330,000 tested, 0.006% active; recombinant Eya2, OMFP fluorescence dephosphorylation (OMFP is methylfluorescein phosphate); note: potency is the fitted concentration of half-maximal effect
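Eya2 (0.2 uM) preincubated 10 min at ambient with compound, then OMFP substrate added at 50 uM; 10 min reaction in 50 mM HEPES pH 7.5, 50 mM NaCl, 5 uM MgCl2, 0.05% BSA, 1 mM DTT. Fluorescence read at Ex 485/Em 525 nm.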
B2AR arrestin: recruits beta-arrestin to the human beta2-adrenergic receptor | P07550 | beta-arrestin recruitment to beta2AR, cell-based reporter | Potency, µM (titrated, usually from 46.1 µM), for the others: top-dose activation, usual class: activators | 330,000 tested, 0.02% active | AID 492947;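 note: potency is the fitted concentration of half-maximal effect; 0% = DMSO controls and full agonism = EC100 isoproterenol or metaproterenol; nearly all actives have a fitted effect of over 65% in size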
FBPA coupling cs: counter-screen for Giardia aldolase inhibitors: coupling enzyme system; coupling enzyme system counterscreen, AmpLite Red fluorescence; activity change, negative = inhibition, % at 58.2 µM, hits read low; 290,000 tested, 0.67% active; AID 2472; in the data active = activity change below about -30%
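Counterscreen of the coupled detection system alone, without aldolase: glyceraldehyde-3-phosphate coupling enzymes plus AmpLite Red readout. Compounds at 57.5 uM final, 10 min RT preincubation, 20 min RT reaction, fluorescence 525/598 nm.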
uPA surface inh: blocks generation of uPA at the cell surface | cell surface uPA generation assay, qHTS | Potency, µM (doses to about 38.3 µM), inactives show top-dose activity change, negative = inhibition, most hits filed as inhibitors | 330,000 tested, 0.31% active; active = well fitted inhibition curve with a large enough effect; inconclusive = small, poorly fitted or top-dose-only effect; inactive = no such curve, though single readings can be large or run the other way; tested in mouse RAW 264.7 cells; note: potency is the fitted concentration of half-maximal effect; nearly all actives have a fitted effect of over 55% in size
PKM2 activator: PKM2 (human) enzyme activation; 260,000 tested, 0.34% active; purified PKM2, Kinase-Glo ATP luminescence, activation; response scale: 0% is enzyme alone, no compound; Potency, µM (top dose mostly 57.5 µM), for inactives: top-dose activation, usual class: activators; P14618; AID 1631; note: potency is the fitted concentration of half-maximal effect; nearly all actives have a fitted effect of over 55% in size
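Kinase-Glo luminescence reports ATP generated from ADP (0.1 mM) and PEP (0.5 mM) by purified hPK-M2 after 1 h at room temperature, pH 7.2 imidazole buffer; intermediate enzyme activity allows detecting inhibitors and activators.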
GALK inh: blocks human galactokinase activity; P51570; Purified GALK, Kinase-Glo residual ATP luminescence; Potency, µM (highest dose often 57.5 µM), inactives show at the top dose activity change, negative = inhibition, actives largely listed as inhibitors; 270,000 tested, 0.007% active; AID 1868; note: potency is the fitted concentration of half-maximal effect
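Compounds were pin-transferred into ATP buffer (35 uM final), then GALK plus galactose (5 nM, 100 uM final) was added. After 1 h at room temperature, Kinase-Glo Plus was added and luminescence read after 10 min.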
KCNH2 WT inh: inhibitors of human wildtype KCNH2 potassium channel; Q12809; U2OS, BacMam KCNH2, thallium flux FluxOr; hits give low values; activity change, % at 1.84 µM; 340,000 tested, 0.37% active; AID 720551;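 active = maximum activity change below -70%; inconclusive = maximum activity change between -70% and -50%; inactive = maximum activity change above -50%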
Target sequence (Q12809 whole entry, looked up): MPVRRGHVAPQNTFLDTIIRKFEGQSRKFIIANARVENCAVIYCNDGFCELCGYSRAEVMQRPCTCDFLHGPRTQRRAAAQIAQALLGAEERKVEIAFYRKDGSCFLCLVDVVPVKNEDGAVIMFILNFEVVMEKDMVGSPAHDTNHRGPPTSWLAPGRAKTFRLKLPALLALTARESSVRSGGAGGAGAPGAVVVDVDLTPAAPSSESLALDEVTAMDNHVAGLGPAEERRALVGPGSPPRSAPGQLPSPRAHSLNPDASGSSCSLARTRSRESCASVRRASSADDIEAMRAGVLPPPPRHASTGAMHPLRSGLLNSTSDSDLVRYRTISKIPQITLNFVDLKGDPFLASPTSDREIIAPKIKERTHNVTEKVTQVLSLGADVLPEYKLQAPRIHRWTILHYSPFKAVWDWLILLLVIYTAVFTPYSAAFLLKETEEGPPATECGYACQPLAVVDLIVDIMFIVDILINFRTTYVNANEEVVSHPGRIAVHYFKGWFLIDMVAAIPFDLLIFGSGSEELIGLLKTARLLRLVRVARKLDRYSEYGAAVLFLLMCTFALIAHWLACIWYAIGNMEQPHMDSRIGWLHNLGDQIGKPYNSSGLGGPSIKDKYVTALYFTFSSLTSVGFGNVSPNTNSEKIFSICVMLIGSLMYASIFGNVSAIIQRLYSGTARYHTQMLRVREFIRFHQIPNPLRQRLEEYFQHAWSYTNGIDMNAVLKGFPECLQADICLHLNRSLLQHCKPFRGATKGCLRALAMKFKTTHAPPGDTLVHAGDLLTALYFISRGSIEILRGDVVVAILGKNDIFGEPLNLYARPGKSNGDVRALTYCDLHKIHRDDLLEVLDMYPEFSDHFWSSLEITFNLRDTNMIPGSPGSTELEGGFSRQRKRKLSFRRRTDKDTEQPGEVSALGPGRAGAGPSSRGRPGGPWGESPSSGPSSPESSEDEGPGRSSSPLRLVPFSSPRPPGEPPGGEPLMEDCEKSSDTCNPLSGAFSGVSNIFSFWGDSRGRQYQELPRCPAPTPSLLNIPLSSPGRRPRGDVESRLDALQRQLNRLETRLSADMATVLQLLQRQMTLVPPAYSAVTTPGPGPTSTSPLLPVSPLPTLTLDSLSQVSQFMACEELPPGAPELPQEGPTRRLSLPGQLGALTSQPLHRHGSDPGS
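U2OS cells were transduced with wild-type KCNH2 virus (2.03 x 10^8 / mL) for 4 h at room temperature, then cultured overnight at 37 C. Thallium flux was read with FluxOr dye. Rate constants were normalized to DMSO controls.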
* = called active by the depositor; i = inactive; u = inconclusive; x = not tested or not shown; [ ] = dose if it differs, or a comment. Unless noted, calls come from the whole dose curve; as a rule, active = well fitted curve in the direction sought with a large enough effect; inconclusive = small, poorly fitted or top-dose-only effect, or another doubt; inactive = no such curve, though single readings can be large; an effect the other way counts as inactive or inconclusive. Unless noted, % is set by controls: 0 for no effect and ±100 for the full control effect.

The opening 3 compounds (preview)
SMILES	Giardia killer	Chronic BCR inh	USP2a inh	KCNH2 3.1 inh	Eya2 inh	B2AR arrestin	FBPA coupling cs	uPA surface inh	PKM2 activator	GALK inh	KCNH2 WT inh
O=C(c1ccco1)N1CCN(c2nc3ccccc3n3nnnc23)CC1	-9	u	4%	-5	12%	-0.1%	2	10%	11%	0%	3
CCn1c(O)c(N=NC(=O)c2cccs2)c2ccccc21	-6	0%	0%	-9	-10%	0.2%	-2	x	-2%	-1%	-5
Cc1ccc(S(=O)(=O)N2CCN(C(=O)C3CCN(C(=O)c4ccc(F)cc4)CC3)CC2)c(C)c1	14	-7%	0%	-19	-3%	-0.1%	x	-8%	x	x	7

Main list, previewed entries included:
SMILES	Giardia killer	Chronic BCR inh	USP2a inh	KCNH2 3.1 inh	Eya2 inh	B2AR arrestin	FBPA coupling cs	uPA surface inh	PKM2 activator	GALK inh	KCNH2 WT inh
O=C(c1ccco1)N1CCN(c2nc3ccccc3n3nnnc23)CC1	-9	u	4%	-5	12%	-0.1%	2	10%	11%	0%	3
CCn1c(O)c(N=NC(=O)c2cccs2)c2ccccc21	-6	0%	0%	-9	-10%	0.2%	-2	x	-2%	-1%	-5
Cc1ccc(S(=O)(=O)N2CCN(C(=O)C3CCN(C(=O)c4ccc(F)cc4)CC3)CC2)c(C)c1	14	-7%	0%	-19	-3%	-0.1%	x	-8%	x	x	7
O=C(CNC(=O)c1ccc2c(c1)OCO2)Nc1cccc(Br)c1	-26	-1%	0%	1	3%	-1.5%	x	0%	x	x	-3
C/C(=N/NC(=O)CNC(=O)Cc1ccccc1)c1ccco1	-11	6%	-2%	0	-1%	-1.2%	-1	16%	2%	3%	x
COCCOc1ccc(C(F)(F)F)cc1NC(=O)COC(=O)c1cc([N+](=O)[O-])ccc1N1CCOCC1	13	-5%	2%	-17	0%	-0.9%	-4	20%	1%	-1%	-11
Cc1cc[n+]2c3c(cccc13)CCC2	7	u	5%	3	-4%	-0.1%	-14	x	-12%	-1%	-11
Cc1cc(NC(=O)Nc2cccc(Cl)c2)n(-c2ccccc2)n1	-6	9%	4%	11	1%	-0.3%	5	-2%	-4%	1%	-9
O=C(O)c1ccc(NC(CSCc2ccccc2F)C(=O)O)c([N+](=O)[O-])c1 (stereo not given)	2	0%	1%	-20	16%	0.7%	15	0%	-5%	x	-9
O=C(COc1ccccc1F)NCC(c1ccc(F)cc1)N1CCOCC1 (stereo not given)	-3	1%	-3%	4	-10%	-0.9%	x	15%	x	x	11
CN(CC(=O)Nc1ccccc1Br)C(=O)c1cc(S(=O)(=O)N(C)C)ccc1N1CCCC1	9	6%	1%	-5	-5%	-1.3%	x	3%	x	x	-9
CCC(C)c1ccccc1OCC(=O)NN1C(=O)c2ccccc2C1=O (stereo not given)	2	u	-1%	22	-8%	-0.1%	-1	0%	-1%	0%	-9
C=CCN(CC=C)Cc1c(O)ccc2c(=O)c(-c3ccccc3)coc12	-7	u	-1%	-1	-9%	0.1%	-2	-4%	-3%	-1%	5
O=C(CN1C(=O)NC(c2ccccc2)(c2ccccc2)C1=O)NCc1ccco1	-16	7%	1%	-3	1%	-0.2%	x	3%	x	x	-4
Cc1cc(SCC(=O)c2ccc3c(c2)OCO3)nc2ccccc12	67[activator]	u	1%	1	13%	0.3%	-1	x	9%	2%	-14

Quoted at random: 2 entries already listed, in no set order.
SMILES	Giardia killer	Chronic BCR inh	USP2a inh	KCNH2 3.1 inh	Eya2 inh	B2AR arrestin	FBPA coupling cs	uPA surface inh	PKM2 activator	GALK inh	KCNH2 WT inh
C/C(=N/NC(=O)CNC(=O)Cc1ccccc1)c1ccco1	-11	6%	-2%	0	-1%	-1.2%	-1	16%	2%	3%	x
CCC(C)c1ccccc1OCC(=O)NN1C(=O)c2ccccc2C1=O (stereo not given)	2	u	-1%	22	-8%	-0.1%	-1	0%	-1%	0%	-9

(list continues)
SMILES	Giardia killer	Chronic BCR inh	USP2a inh	KCNH2 3.1 inh	Eya2 inh	B2AR arrestin	FBPA coupling cs	uPA surface inh	PKM2 activator	GALK inh	KCNH2 WT inh
BrC(=C\c1ccccc1)/C=N/n1cnnc1	8	u	1%	-6	2%	-0.2%	7	u	0%	8%	10
CCN(CC(=O)NC(C)C)C(=O)c1cc(S(=O)(=O)N2CCCCC2)ccc1N1CCCCC1	-3	8%	4%	18	3%	-0.7%	x	1%	x	x	-3
COC(=O)COc1ccc(S(=O)(=O)NCc2ccco2)cc1	1	u	2%	-2	-2%	-0.1%	-2	5%	-8%	-3%	-10
C[n+]1c2n(c3ccccc31)N=C(c1ccc(Cl)cc1)CS2	-11	u	0%	5	0%	0.5%	0	-13%	3%	0%	-1
O=C(O)c1sc2ncccc2c1OCc1ccccc1	-9	9%	2%	10	-26%	-0.1%	12	2%	1%	-2%	i
O=C(COc1ccccc1[N+](=O)[O-])N/N=C/c1ccc(O)c([N+](=O)[O-])c1	-18	11%	1%	-1	-12%	0.0%	11	2%	0%	-2%	2
CCCCNC(=O)C1CCCN(S(=O)(=O)CC)C1 (stereo not given)	9	5%	3%	-12	-9%	0.2%	2	0%	0%	7%	x
Cc1ccnc(SCc2cc(=O)c(OC(=O)c3ccc(Cl)c([N+](=O)[O-])c3)co2)n1	7	3%	1%	2	0%	1.4%	-1	-2%	-6%	0%	-11
Cn1nccc1-c1cc(Cl)cc(Cl)c1O	-20	u	6%	-11	12%	-0.6%	2	-2%	-27%	x	6
CCN(CC(=O)Nc1cc(Cl)ccc1C)C(=O)Cn1c(=O)cnc2ccccc21	-4	-10%	-2%	14	-33%	0.1%	x	-4%	x	x	6
Cc1cc(C)cc(-n2ccn(CC(=O)NCCc3ccccc3)c(=O)c2=O)c1	19	-1%	2%	-12	-1%	-0.3%	0	-2%	x	6%	-21
CC1CCCC(NC(=O)COC(=O)c2ccccc2[N+](=O)[O-])C1C (stereo not given)	30[activator]	u	3%	7	-6%	0.4%	-1	-10%	1%	-2%	8
CCOC(=O)CSc1nc2cc(C)cc(C)c2cc1C#N	3	4%	3%	-7	0%	0.5%	1	1%	-2%	2%	-5
O=[N+]([O-])c1ccc(OCC(O)CN2CCN(c3ccccc3F)CC2)cc1 (stereo not given)	-6	-2%	-6%	-97*	3%	-1.7%	5	5%	6%	x	-76*
Cc1cc2cc(CNC(=O)NC3CCCCC3)ccc2n1C	-10	8%	0%	-12	7%	-0.4%	0	23%	1%	0%	-17
Cc1cc(C)c2[nH]c(=O)c(C(c3nnnn3C3CCCC3)N3CCOCC3)cc2c1 (stereo not given)	x	-3%	-8%	x	1%	-1.1%	-1	x	-15%	-1%	x
NS(=O)(=O)c1ccc(CCNC(=O)CCC2COc3ccccc3O2)cc1 (stereo not given)	27	u	0%	-2	2%	-0.6%	1	1%	5%	0%	-2
CCCOc1ccc(/C=N/O)cc1	-4	-9%	1%	12	15%	-0.2%	-1	-4%	0%	1%	-2
COc1cc2c(cc1OC)C(c1ccccc1)N(S(C)(=O)=O)CC2 (stereo not given)	-4	-19%	0%	3	11%	-0.2%	0	12%	3%	0%	-1
O=C(Nc1cc(S(=O)(=O)N2CCCCC2)ccc1N1CCCCC1)c1ccncc1	-24	-1%	-1%	7	7%	-0.2%	1	-5%	-4%	-1%	35
COc1cccc(C(=O)NCCSCc2ccccc2Cl)c1	-3	u	0%	35	-4%	0.4%	0	-9%	8%	4%	-3
CCOC(=O)N1CCN(C(=O)CN(C2CCCCC2)S(=O)(=O)c2ccc(C)cc2)CC1	-12	-1%	2%	1	-11%	0.4%	6	-1%	2%	0%	0
Cc1nc(NC(=O)c2ccccc2)sc1C1(C)CC(c2ccccc2F)=NO1 (stereo not given)	-17	u	-13%	u	-5%	-0.1%	-8	-1%	-1%	-4%	-2
CN(C(=O)C(C)(C)C)C1c2c(ccc3ccccc23)OCC1CO (stereo not given)	2	-2%	3%	-9	6%	0.0%	-1	3%	x	-2%	-13
CS(=O)(=O)N(CC(=O)Nc1ccccc1C(=O)N1CCOCC1)c1ccc2c(c1)OCO2	-2	3%	-1%	7	7%	0.4%	4	4%	-1%	0%	-1
CC(C)(C)[C@@H]1COC(=O)[C@H](Cc2ccc(F)cc2)C/C=C\C[C@@H](CC(=O)NCCO)C(=O)N1	-14	u	6%	x	9%	0.3%	x	-4%	x	x	x
Cc1ccc(-c2nc(NCc3cccnc3)c3ccccc3n2)cc1	-4	3%	-1%	-5	-7%	-0.2%	-2	3%	3%	0%	12
COc1ccc(OCCCC(=O)Nc2nncs2)cc1	-11	0%	-1%	3	1%	-1.2%	5	-2%	3%	0%	2
Cc1ccc(OCCCCn2cnc3ccccc32)cc1	12	u	-21%	11	-20%	0.0%	-8	2%	-8%	-1%	3
